TrxR1 substrate – rat thioredoxin reductase 1 substrate activity | 0.01% of 390,000 active | purified TrxR1 substrate turnover, NADPH consumption readout | Potency, µM (titrated, usually from 114 µM), without a hit: at the top dose activity change, negative = substrate turnover | O89049 | AID 588456; further: potency means the concentration at half of the fitted maximal effect; on the % scale 0 is the no-effect control and ±100 the full control effect; nearly all actives have a fitted effect of over 50% in size
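Rat TrxR1, dispensed at 90 nM, was prereduced with 400 uM NADPH (final) for 5 min at ~22 deg C, then incubated with compound 15 min before 400 uM selenite. A first-read NADPH fluorescence drop versus no-compound background flagged substrates.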
mIDH1 inhibitor – human IDH1 R132H inhibition | O75874 | IDH1-R132H enzyme, NADPH consumption, diaphorase/resazurin fluorescence | Potency, µM (series often up to 76.6 µM), for the others: at the top dose activity change, negative = inhibition, actives largely listed as inhibitors | 0.093% of 390,000 active; further: potency means the concentration at half of the fitted maximal effect; on the % scale 0 is the no-effect control and ±100 the full control effect; nearly all actives have a fitted effect of over 65% in size
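IDH1-R132H (0.5 ug/mL) preincubated 30 min with compound, then NADPH (0.016 mM) and alpha-KG (2 mM) added; 80 min at RT, pH 7.5. Remaining NADPH coupled via diaphorase/resazurin to fluorescence (540/590 nm); concentration-response curves normalized to no-enzyme control.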
Vif-A3G inh – Vif-A3G binding inhibition; HeLa A3G-eYFP + Vif (tagged APOBEC3G with the HIV-1 protein that degrades it), YFP fluorescence, overnight; 0.076% of 410,000 active; Potency, µM (series often up to 46.1 µM), inactives show at the highest dose activity, negative = active, most hits filed as inhibitors; Q9HC16;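 further: potency means the concentration at half of the fitted maximal effect; on the % scale 0 is the no-effect control and ±100 the full control effect; nearly all actives have a fitted effect of over 60% in size; hits raise eYFP signal because A3G escapes Vif-driven loss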
Target sequence (Q9HC16 whole entry, looked up): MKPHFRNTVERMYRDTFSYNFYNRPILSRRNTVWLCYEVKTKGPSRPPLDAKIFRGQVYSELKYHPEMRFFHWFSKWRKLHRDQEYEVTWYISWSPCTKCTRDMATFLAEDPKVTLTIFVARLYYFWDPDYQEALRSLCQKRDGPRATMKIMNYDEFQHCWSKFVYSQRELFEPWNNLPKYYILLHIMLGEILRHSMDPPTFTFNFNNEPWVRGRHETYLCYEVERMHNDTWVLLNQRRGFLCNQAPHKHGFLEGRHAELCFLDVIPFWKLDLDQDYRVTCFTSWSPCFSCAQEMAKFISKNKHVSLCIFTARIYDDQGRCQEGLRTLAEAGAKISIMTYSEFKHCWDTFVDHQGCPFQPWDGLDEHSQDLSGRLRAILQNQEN
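Read-out is eYFP fluorescence (Ex 488/Em 500-530) from Vif-expressing HeLa A3G-eYFP cells; more signal means A3G escaped Vif-mediated degradation. Cells plated overnight, compound pinned in, incubated overnight at 37 deg C.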
PI4K2A block – blocks human PI4K2A kinase activity. AID 1346378. purified PI4K2A, ADP-Glo luminescence, 1 h; active compounds read low. 0.13% of 420,000 active. activity change, negative = inhibition, % at 76.9 µM. Q9BTU6; in the data active means activity change below about -50%; inconclusive means mostly about -30% to -49%;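 further: -100% = wells without enzyme as full effect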
Target sequence (Q9BTU6 whole entry, looked up): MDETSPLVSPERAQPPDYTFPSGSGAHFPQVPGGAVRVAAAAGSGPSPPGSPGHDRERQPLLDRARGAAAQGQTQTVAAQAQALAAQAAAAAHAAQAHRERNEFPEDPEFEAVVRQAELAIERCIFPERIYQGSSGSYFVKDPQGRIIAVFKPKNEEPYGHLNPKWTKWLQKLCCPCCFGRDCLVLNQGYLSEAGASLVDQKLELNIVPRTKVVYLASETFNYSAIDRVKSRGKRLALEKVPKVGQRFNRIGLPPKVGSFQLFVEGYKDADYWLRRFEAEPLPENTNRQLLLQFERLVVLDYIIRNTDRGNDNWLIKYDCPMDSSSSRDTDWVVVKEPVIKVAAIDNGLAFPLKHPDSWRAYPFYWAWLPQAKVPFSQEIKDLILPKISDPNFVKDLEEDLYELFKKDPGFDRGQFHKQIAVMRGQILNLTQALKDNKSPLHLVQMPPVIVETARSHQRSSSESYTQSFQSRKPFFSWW
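PI4K2A activity was measured by ADP-Glo luminescence: enzyme (4 ug/mL stock) and phosphatidylinositol (1.2 mM stock) in Tris pH 7.5/MgCl2/EGTA/Triton X-100 buffer were reacted with ATP (300 microM stock) for one hour at ambient temperature.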
LDHA block – LDHA (human) enzyme inhibition; purified LDHA, NADH/diaphorase-resazurin fluorescence; active compounds read low; activity change, % (values are at about 110 or 230 µM); 0.15% of 480,000 active; AID 1347041; in the data active means activity change below about -30%; inconclusive means mostly about -25% to -30%;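 further: plate controls were DMSO wells for no effect and wells without enzyme for full effect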
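Resorufin fluorescence (ex540/em590), read at 0 and 20 min after diaphorase/resazurin addition, reports the NADH left after a 5 min room-temperature reaction of 2 nM human LDH5 with 0.06 mM NADH and 0.2 mM pyruvate.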
USP1 inh – blocks the human USP1/UAF1 deubiquitinase complex. Potency, µM (top dose mostly 57.1 µM), for the others: at the highest dose activity change, negative = inhibition, most hits filed as inhibitors. 0.23% of 390,000 active. O94782. AID 743255. recombinant USP1/UAF1, Ub-Rhodamine cleavage fluorescence; further: potency means the concentration at half of the fitted maximal effect; on the % scale 0 is the no-effect control and ±100 the full control effect; nearly all actives have a fitted effect of over 60% in size; inactives centre near -12
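Step one: compound is pinned into 1nM USP1/UAF1 in HEPES pH 7.8 buffer with TCEP. Step two: 15 min room-temperature incubation. Step three: Ub-Rho (150nM final) starts cleavage, tracked by fluorescence over six one-minute reads.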
Vif-A3F inh – Vif-A3F binding inhibition; HeLa A3F-eYFP + Vif (tagged APOBEC3F with the HIV-1 protein that degrades it), YFP fluorescence increase; 0.2% of 390,000 active; Potency, µM (titrated, usually from 46.1 µM), inactives show at the highest dose activity, negative = active; further: potency means the concentration at half of the fitted maximal effect; % of control where 0% means no effect; nearly all actives have a fitted effect of over 65% in size
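HeLa cells stably expressing Vif plus C-terminally eYFP-tagged A3F were seeded, incubated overnight at 37 deg C, dosed with compound, incubated overnight again at 37 deg C. Yellow fluorescence (Ex 488/Em 500-530) reported blocked Vif-mediated A3F-eYFP degradation.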
Glioma ERSR ind – inducers of ER stress response in human glioma cells; 0.02% of 420,000 active; Potency, µM, inactives show top-dose activation, hits mostly activators; U87-MG GRP78 promoter luciferase reporter, 16 h; further: potency means the concentration at half of the fitted maximal effect; series mostly up to about 76 µM; % of control where 0% means no effect; nearly all actives have a fitted effect of over 35% in size
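Stably transfected U87-MG glioma cells carrying a GRP78-based luciferase sensor; 16 h compound incubation. Luminescence end-point read 10 min after Bright-Glo addition at room temperature.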
RXFP1 agonist – agonists of human relaxin receptor RXFP1; Potency, µM (titrated, usually from 57.5 µM), inactives show top-dose activation, most hits filed as activators; HEK293T-RXFP1 cAMP TR-FRET, 30 min; response scale: percent of porcine relaxin response, buffer zero; Q9HBX9; 0.3% of 370,000 active; further: potency means the concentration at half of the fitted maximal effect; on the % scale 0 is the no-effect control and ±100 the full control effect; nearly all actives have a fitted effect of over 60% in size; many of its hits are not listed in these tables
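cAMP rise read by TR-FRET after 30 min, 37C compound exposure (up to 58 uM) in RXFP1-transfected HEK293 cells with Ro 20174 present. EC50 from Hill-equation fits, with 29 nM porcine relaxin as 100% and buffer as basal.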
Starred values were filed as active, the others as inactive; ? = inconclusive; / = not tested or not shown; & = joins results of further samples; [ ] = remark or other dose. Unless noted, the call rests on the fitted dose curve; in most records, active means well fitted curve in the direction sought with a large enough effect; inconclusive means small, poorly fitted or top-dose-only effect, or another doubt; inactive means no such curve, though single readings can be large; an effect the other way counts as inactive or inconclusive. This is a subset. The share of hits here may be higher or lower than overall.

canonical_smiles,TrxR1 substrate,mIDH1 inhibitor,Vif-A3G inh,PI4K2A block,LDHA block,USP1 inh,Vif-A3F inh,Glioma ERSR ind,RXFP1 agonist
O=S(=O)(c1ccccc1)c1cnc(-c2ccccc2)nc1N1CCCCC1,-1%,-2%,2%,-7,-4,-21%,5%,-4%,-0.3%
COc1ccc(C(=O)NCC(=O)OCc2ccc([N+](=O)[O-])cc2)cc1,17%[57.1 µM],8%,1%,1,-3,-22%,7%,-3%,1.5%
O=C(c1cccc(S(=O)(=O)N2CCCCCC2)c1)N1CCN(Cc2ccccc2)CC1,-1%,-8%,2%,-2,-1,-7%,-12%,-3%,/
CC(Sc1nnc(-c2ccncc2)n1C)C(=O)Nc1ccc(N2CCOCC2)cc1 (configuration not stated),-1%,-10%,1%,4,0,1%,-27%,-6%,0.1%
FC(F)(Cl)c1nnc2ccc(Sc3ccccn3)nn12,-1%,4%,0%,0,-1,-20%,-11%,-1%,3.3%
O=C(NNc1c(Cl)cccc1Cl)c1c(F)cccc1Cl,-3%,-5%,7%,-2,-4,-12%,12%,-1%,0.0%
CCN1CCCc2cc(CN(CCN3CCOCC3)C(=S)Nc3ccccc3OC)ccc21,-3%,7%,-3%,5,1,-8%,0%,-6%,-1.5%
O=C(NNC1CC(=O)N(c2ccccc2)C1=O)c1ccc(COc2ccccc2Cl)o1 (configuration not stated),1%,-4%,-4%,0,-5,-11%,1%,0%,0.0%
CC(NC(=O)c1ccc2nc(CCc3ccccc3)oc2c1)c1ccccc1 (configuration not stated),3%[57.1 µM],-9%,-12%,-1,-2,-9%,-10%,0%,0.6%
C[n+]1cccc(CNC(=O)/C=N/O)c1,2%,1%,-2%,-3,-15,-12%,8%,-4%,0.8%
CCOc1ccccc1NC(=O)c1nc(S(=O)(=O)Cc2ccccc2F)ncc1Cl,10%,/,1%,/,-1,/,/,-3%,/
CC1CCCCN1Cc1c(O)ccc2c(=O)c(-c3ccc(Cl)cc3)c(C(F)(F)F)oc12 (configuration not stated),-10%,24%,2%,-5,5,-13%,1%,-1%,1.1%
Cc1ccc(NC(=O)Cn2cnc3cc([N+](=O)[O-])ccc3c2=O)cc1,-3%,5%,-2%,5,-1,-9%,2%,-6%,7.3%
NS(=O)(=O)c1ccc(-c2ccc(/C=C3\NC(=S)NC3=O)o2)cc1,3%[57.1 µM],?,1%,-4,3,?,-2%,-6%,0.3%
CC(=O)N1CCN(S(=O)(=O)c2cccc(C(=O)Nc3ccc4c(c3)CCC4)c2)CC1,-10%,-1%,2%,1,-2,3%,-17%,11%,-0.3%
COc1ccc(S(=O)(=O)NC2CC2)cc1C(=O)N1CCOCC1,-1%,-2%,3%,-1,-13,-9%,-24%,-1%,3.1%
Cc1ccc(Nc2c(-c3ccco3)nc3ccccn23)cc1,150%[activator],0%,-6%,2,-3,-20%,-9%,0%,1.2%
CC(C)(C)c1ccc(OC(=O)c2ccc3nsnc3c2)cc1,3%,2%,0%,5,-2,-2%,-13%,-4%,0.2%
CC(C)(C)OC(=O)N1CCN(C(=O)c2cccnc2Cl)CC1,2%,13%,8%,0,-2,-16%,5%,3%,0.0%
Cc1ccc2oc(-c3ccc(C)c(NC(=O)c4ccc5c(c4)OCCO5)c3)nc2c1,17%,-5%,2%,-2,-10,-20%,2%,2%,0.3%
O=C(Nc1ccccc1)C1CC2CCCC(C1)C2=O (configuration not stated),4%,2%,2%,1,-5,-8%,-2%,-2%,-0.8%
O=C(CN1C(=O)CCSc2ccc(S(=O)(=O)N3CCOCC3)cc21)Nc1ccccc1Cl,5%,-7%,-2%,-13,-3,-14%,2%,-2%,2.9%
COc1cccc(C(=O)NCc2cn3cccc(C)c3n2)c1,-3%,-3%,0%,-8,2,15%,-21%,-1%,-3.3%
COc1cccc(-c2noc(N)c2C#N)c1,-1%,1%,1%,2,-1,-5%,-4%,-1%,-3.2%
Cc1cc(O)c(C(c2cccc(F)c2)N2CCC(C)CC2)c(=O)n1Cc1ccco1 (configuration not stated),-4%[57.1 µM],-9%,2%,4,-13,?,-2%,-2%,14%
Cc1ccc(C(=O)Nc2ccc3c(c2)OCCO3)c(C)c1,5%,7%,-6%,-5,2,-21%,-15%,-14%,-0.7%
Cn1nnnc1Sc1ncnc2scc(-c3cccc(S(C)(=O)=O)c3)c12,7%,/,?,7,-1&0,/,4%,-11%,3.5%
CC(C)CC(c1nnnn1CC1CCCO1)N1CCN(C2CCCC2)CC1 (configuration not stated),11%[57.1 µM],0%,2%,2,-4,-13%,-6%,-5%,-0.6%
S=C1NCCOCCOCCOCCOCCNC(=S)NCCOCCOCCOCCOCCN1,19%[57.1 µM],1%,0%,2,-1,-7%,3%,-1%,0.2%
CC(C)C(NC(=O)c1ccc(Br)cc1)C(=O)NC1=NCCS1 (configuration not stated),-1%,-17%,2%,0,-8,-9%,1%,-4%,-0.3%
O=C(CN1C(=O)NC2(CCCC2)C1=O)N1CCc2ccccc2C1,4%,-8%,1%,2,-3,-23%,11%,-2%,-1.8%
CCOC(=O)C1=C(C)N(CCCCCC(=O)O)C(=O)NC1c1ccc(Br)cc1 (configuration not stated),-3%,5%,0%,4,-1,?,6%,-2%,-0.2%
CC(=O)Nc1cccc(/C(C)=N/NC(=O)c2ccc(O)cc2)c1,-4%,-3%,-6%,17,-3,-3%,13%,-2%,2.1%
N#Cc1nc(N2CCCC2)nc(N(c2ccccc2)c2ccccc2)n1,9%[0.0914 µM],/,0%,/,-7,/,/,-2%,/
CCOC(=O)c1ccc(S(=O)(=O)Nc2nc3cc(S(=O)(=O)NC4=NCCCCC4)ccc3s2)cc1,7%[57.1 µM],-15%,1%,-12,-9,-9%,-19%,-7%,1.5%
Cc1ccccc1NC(=S)N(Cc1cccnc1)Cc1ccco1,5%[57.1 µM],1%,-6%,0,-10,-13%,5%,2%,-0.4%
COC(=O)N1CCN(c2ccc(OC)cc2)CC1,3%,0%,0%,-2,4,-8%,-1%,-3%,0.0%
COc1ccc(CCNc2ccc(C(=O)O)cc2[N+](=O)[O-])cc1OC,-2%,4%,3%,7,1,-22%,11%,0%,0.4%
C=CCNC(=O)c1onc(CSc2ccc(F)cc2)c1C(=O)NCCOC,-1%[57.1 µM],1%,2%,-3,-2,-22%,-3%,-3%,2.6%
NC(CSC(c1ccccc1)(c1ccccc1)c1ccc(-c2ccccc2)cc1)C(=O)O (configuration not stated),/,-9%,-1%,-2,2,?,2%,4%,/
CC1(Oc2cccc(F)c2)CCN(Cc2csc3ccccc23)C1 (configuration not stated),/,/,0%,7,-1,/,/,-4%,/
CC(C)(C)C1CCc2oc3ccc(NS(=O)(=O)c4ccc(C(=O)O)cc4)cc3c2C1 (configuration not stated),-2%,4%,3%,-5,9,?,1%,?,-0.1%
CCc1ccc(-c2nc(-c3ccncc3)no2)cc1,6%[57.1 µM],5%,1%,2,-7,-5%,1%,-9%,2.3%
CCOC(=O)CCc1c(C)c2ccc(OCc3ccc([N+](=O)[O-])cc3)cc2oc1=O,1%,9%,0%,-18,-3,-20%,9%,2%,3.0%
CCCC(C)c1nnc(NC(=O)CCS(=O)(=O)c2ccccc2)s1 (configuration not stated),-19%,0%,-15%,2,-7,-3%,9%,-15%,-0.9%
Cc1oc(-c2cccc(Cl)c2)nc1CN1CCCC(C(=O)NCc2ccc(Cl)cc2)C1 (configuration not stated),-1%,2%,2%,0,-4,4%,5%,-1%,-0.5%
Cc1cccc(C(O)c2ncc(-c3ccccc3)[nH]2)c1C (configuration not stated),/,/,-1%,-4,-4,/,/,-2%,/
Cc1cc(C(=O)N(NC(=O)C(C)C)c2ccccc2)cs1,-3%[57.1 µM],11%,1%,-1,-5,-12%,-2%,-5%,-2.7%
CCc1ccccc1N=Cc1c(C)c(C#N)c2[nH]c3ccccc3n2c1=O,-2%,-2%,-3%,5,-2,-27%,4%,-3%,/
CCN1CCN(c2nc(-c3ccccn3)nc3ccccc23)CC1,6%[57.1 µM],1%,2%,-9,-1,-3%,2%,-4%,-0.1%
Cc1ccc(C(=O)Nc2cccc(C(=O)NCc3ccccc3)c2)cc1,-14%,3%,-6%,1,-6,-10%,1%,1%,-1.2%
COC(C)(C)[C@]12CC(O)(c3ccccc3)ON1[C@H]1CCCCC1N2O (some centres not stated),6%[57.1 µM],0%,0%,5,-1,-7%,4%,-3%,2.1%

Retrieved one by one from above:
canonical_smiles,TrxR1 substrate,mIDH1 inhibitor,Vif-A3G inh,PI4K2A block,LDHA block,USP1 inh,Vif-A3F inh,Glioma ERSR ind,RXFP1 agonist
CC(C)(C)C1CCc2oc3ccc(NS(=O)(=O)c4ccc(C(=O)O)cc4)cc3c2C1 (configuration not stated),-2%,4%,3%,-5,9,?,1%,?,-0.1%
Cc1cc(C(=O)N(NC(=O)C(C)C)c2ccccc2)cs1,-3%[57.1 µM],11%,1%,-1,-5,-12%,-2%,-5%,-2.7%
